Bioassay records from PubChem BioAssay.
USP2a inh – blocks human ubiquitin-specific protease USP2a. hit rate 0.01% among 330,000. O75604. Potency, µM (highest dose often 38.3 µM), inactives show at the highest dose activity change, negative = inhibition, usual class: inhibitors. USP2 core, Ub-CHOP2 coupled fluorogenic reporter, 485/531;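 further: potency means the concentration at half of the fitted maximal effect; plate controls were DMSO wells for no effect and full inhibition by NEM control for full effect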
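Deubiquitinase activity read as fluorescence (485/531 nm) after Ub-CHOP2 cleavage activates the enterokinase reporter on its substrate; USP2 core 10nM, Ub-CHOP2 and substrate 25nM each, 30min compound preincubation then 60min RT; data normalized to NEM, curves fitted.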
TRPV1 ag – human TRPV1 agonism. TRPV1-expressing cells, Fluo-8 calcium influx, agonist mode. hit rate 0.19% among 320,000. activation, % at 8.33 µM; in the data active means activation above about 80%; inconclusive means between about 30% and that limit; further: 0% is about no effect
Target sequence (Q8NER1 whole entry, looked up): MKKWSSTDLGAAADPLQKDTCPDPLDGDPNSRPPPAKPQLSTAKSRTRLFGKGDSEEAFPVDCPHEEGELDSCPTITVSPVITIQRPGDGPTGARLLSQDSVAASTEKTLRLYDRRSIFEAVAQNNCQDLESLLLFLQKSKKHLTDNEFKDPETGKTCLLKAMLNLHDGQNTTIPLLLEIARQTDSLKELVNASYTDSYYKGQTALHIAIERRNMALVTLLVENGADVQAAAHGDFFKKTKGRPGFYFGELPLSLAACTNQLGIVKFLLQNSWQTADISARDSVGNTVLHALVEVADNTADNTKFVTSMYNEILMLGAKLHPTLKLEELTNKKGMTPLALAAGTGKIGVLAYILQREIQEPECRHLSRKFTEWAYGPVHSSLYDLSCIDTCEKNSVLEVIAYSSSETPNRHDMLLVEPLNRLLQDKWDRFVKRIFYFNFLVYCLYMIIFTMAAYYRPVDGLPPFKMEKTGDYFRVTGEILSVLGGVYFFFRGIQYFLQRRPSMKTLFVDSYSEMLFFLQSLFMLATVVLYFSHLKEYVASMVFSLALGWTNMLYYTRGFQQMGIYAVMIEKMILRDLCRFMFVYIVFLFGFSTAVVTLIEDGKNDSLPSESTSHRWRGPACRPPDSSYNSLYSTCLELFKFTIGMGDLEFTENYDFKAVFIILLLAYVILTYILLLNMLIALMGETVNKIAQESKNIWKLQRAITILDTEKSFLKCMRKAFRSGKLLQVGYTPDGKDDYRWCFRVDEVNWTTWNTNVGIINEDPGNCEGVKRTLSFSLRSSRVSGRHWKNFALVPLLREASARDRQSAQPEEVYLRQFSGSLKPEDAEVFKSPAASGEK
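Fluo-8 calcium influx in TRPV1-expressing cells, kinetic read (ex 480/em 520 nm). Compound added and read 3 min for agonist activity, followed by capsaicin at EC20 final and 2 min further read for enhancement.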
GALK inh – inhibitors of human galactokinase; Potency, µM (top dose mostly 57.5 µM), for the others: top-dose activity change, negative = inhibition, usual class: inhibitors; Purified GALK, Kinase-Glo residual ATP luminescence; P51570; AID 1868; hit rate 0.007% among 270,000; further: potency means the concentration at half of the fitted maximal effect; on the % scale 0 is the no-effect control and ±100 the full control effect
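The enzyme phosphorylates galactose (100 uM) using ATP (35 uM); inhibition is detected as higher residual ATP, quantified by bioluminescence after 1 h reaction at room temperature, pH 8.0.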
KCNH2 3.1 block – KCNH2 3.1 (human) potassium channel inhibition. U2OS KCNH2 3.1, thallium flux FluxOr; active compounds read low. activity change, % (tested at about 1.8 µM). hit rate 0.95% among 340,000. AID 720553;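 active means maximum activity change below -70%; inconclusive means maximum activity change from -70% to -50%; inactive means maximum activity change above -50%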;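 further: thallium influx rate constant from kinetic fluorescence after stimulation buffer; on the % scale 0 is the no-effect control and ±100 the full control effect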
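We transduce U2OS cells with the mutant 3.1 virus, culture them overnight, load FluxOr with Red40 quencher for 45 min, then add stimulation buffer and read kinetically for 2 min to derive a normalized rate constant.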
Menin-MLL TR inh – inhibitors of human menin-MLL interaction, mutant MLL peptide; O00255; Menin + Texas Red MLL mutant peptide, fluorescence polarization; Potency, µM (highest dose often 61.6 µM), without a hit: at the top dose FP activity change, negative = inhibition, most hits filed as inhibitors; hit rate 0.23% among 270,000; active means well fitted inhibition curve with a large enough effect in the polarisation, with a control signal flat, not every such curve was filed as active; inconclusive means small, poorly fitted or top-dose-only effect, or effect the other way, or a change in a side signal; inactive means no such curve, though single readings can be large or run the other way; the % refers to the polarisation; further: potency means the concentration at half of the fitted maximal effect; % of control where 0% means no effect; many of its hits are not listed in these tables
PKM2 act – activators of human pyruvate kinase M2. purified PKM2, Kinase-Glo ATP luminescence, activation; response scale: 0% is enzyme alone, no compound. AID 1631. Potency, µM (highest dose often 57.5 µM), for inactives: top-dose activation, actives largely listed as activators. hit rate 0.34% among 260,000; further: potency means the concentration at half of the fitted maximal effect; on the % scale 0 is the no-effect control and ±100 the full control effect; nearly all actives have a fitted effect of over 55% in size
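ATP formation by purified human PK-M2, quantified via coupled luciferase luminescence after 1 h at room temperature with 0.1 mM ADP and 0.5 mM PEP final.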
B2AR arrestin – agonists driving beta-arrestin recruitment to human beta2-adrenergic receptor. P07550. beta-arrestin recruitment to beta2AR, cell-based reporter. Potency, µM (doses to about 46.1 µM), without a hit: top-dose activation, actives largely listed as activators. hit rate 0.02% among 330,000;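 further: potency means the concentration at half of the fitted maximal effect; 0% = DMSO controls and full agonism = EC100 isoproterenol or metaproterenol; nearly all actives have a fitted effect of over 65% in size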
Giardia killer – kills Giardia lamblia; Giardia lamblia trophozoite viability; hit rate 0.15% among 340,000; activity change, % at 7.66 µM, hits read low; in the data active means activity change below about -80%; inconclusive means between about -30% and that limit;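 further: parasites exposed to compound for two days anaerobically before the ATP read; on the % scale 0 is the no-effect control and ±100 the full control effect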
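Each well holds 100 Giardia trophozoites and compound. After two days (48 hrs) at 37 deg C in anaerobic conditions, ATP is quantified by luminescence.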
hERG WT inh – KCNH2 (human, wildtype) channel inhibition; U2OS, BacMam KCNH2, thallium flux FluxOr; active compounds read low; activity change, % at 1.84 µM; hit rate 0.37% among 340,000;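 active means maximum activity change below -70%; inconclusive means maximum activity change between -70% and -50%; inactive means maximum activity change above -50%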; further: on the % scale 0 is the no-effect control and ±100 the full control effect
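U2OS cells were transduced with wild-type KCNH2 virus (2.03 x 10^8 / mL) for 4 h at room temperature, then cultured overnight at 37 C. Thallium flux was read with FluxOr dye. Rate constants were normalized to DMSO controls.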
CXXC DNA block – blocks binding of human MLL CXXC domain to DNA; MLL-CXXC / FITC-HOXA9 DNA fluorescence polarization; Potency, µM (series often up to 115 µM), inactives show at the top dose activity change, negative = inhibition, hits mostly inhibitors; hit rate 0.037% among 290,000; active means well fitted inhibition curve with a large enough effect in the polarisation, with a control signal flat, not every such curve was filed as active; inconclusive means small, poorly fitted or top-dose-only effect, or effect the other way, or a change in a side signal; inactive means no such curve, though single readings can be large or run the other way; the % refers to the polarisation; further: potency means the concentration at half of the fitted maximal effect
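Steps: dispense CXXC domain solution (7 uM) → pin compounds or unlabeled HOX-A9 DNA control → 5 min ambient → add FLSN-HOX-A9 solution (50 nM) → spin → 30 min ambient → fluorescence polarization. Tris pH 7.5/NaCl/DTT/BSA buffer.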
FBPA coupling cs – inhibits coupling enzyme system, counter-screen for aldolase hits; activity change, negative = inhibition, % at 58.2 µM, hits read low; coupling enzyme system counterscreen, AmpLite Red fluorescence; AID 2472; hit rate 0.67% among 290,000; in the data active means activity change below about -30%; further: on the % scale 0 is the no-effect control and ±100 the full control effect
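Activity here indicates interference with the coupling reaction, not aldolase inhibition. Compounds at 57.5 uM final met coupling enzymes for 10 min at RT; substrate and AmpLite Red detection followed, with a 525/598 nm fluorescence read after 20 min.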
The depositor's hits bear a star; u = inconclusive; x = not tested or not shown; [ ] = another dose, or the depositor's remark. Unless noted, the call rests on the fitted dose curve; in most records, active means well fitted curve in the direction sought with a large enough effect; inconclusive means small, poorly fitted or top-dose-only effect, or another doubt; inactive means no such curve, though single readings can be large; an effect the other way counts as inactive or inconclusive. Not all compounds are listed; the hit share may differ from the screen's.

SMILES | USP2a inh | TRPV1 ag | GALK inh | KCNH2 3.1 block | Menin-MLL TR inh | PKM2 act | B2AR arrestin | Giardia killer | hERG WT inh | CXXC DNA block | FBPA coupling cs
Cc1c(Cl)cccc1NC(=S)N1CCN(S(=O)(=O)c2cccs2)CC1 | 3% | u | -3% | 6 | 0% | 6% | 0.3% | -13 | -4 | -4% | 0
Cc1ccc2oc(=O)c3cnn(CC(=O)Nc4cc(-c5cccc(F)c5)no4)c3c2c1 | 1% | 3 | x | -24 | 3% | -1% | -3.2% | -11 | -4 | 2% | 5
O=C(CC1C(=O)NCCN1CC(c1ccccc1)c1ccccc1)NCC1CCOCC1 (stereo not given) | 2% | 5 | 3% | x | x | 3% | -0.5% | 6 | 18 | 10% | x
CC1CCCC2(C1)NC(=S)N(c1ccccc1)N2 (stereo not given) | -1% | 5 | -1% | 4 | 1% | 0% | -0.5% | 16 | 11 | -1% | 5
CN(CC(=O)Nc1cccc(F)c1)C(=O)/C=C/c1cc(Br)ccc1OC(F)F | 5% | u | x | 17 | x | x | -0.6% | -2 | -3 | x | x
Cc1ccc(OCCC(=O)NNC(=O)c2ccccc2F)cc1 | -3% | -3 | x | -34 | x | x | -0.1% | 7 | 0 | x | x
COc1ccc(-c2noc(CCC(=O)N3CCN(c4cccc(OC)c4)CC3)n2)cc1 | -1% | x | x | 1 | x | x | -0.8% | 8 | -12 | x | x
Cc1ccccc1NC(=O)c1sc2nc[nH]c(=O)c2c1C | 1% | 3 | -1% | 22 | -7% | 4% | 0.4% | -6 | 2 | 2% | -24
NC(=O)CSc1nc2cc([N+](=O)[O-])ccc2n1-c1cccc(C(F)(F)F)c1 | 2% | 0 | 0% | -7 | 3% | -3% | 0.1% | 57[activator] | 18 | -6% | -4
CC(=O)c1c(C)[nH]c(C(=O)OCC(=O)NCc2ccc(Cl)cc2)c1C | 2% | u | x | 3 | x | x | 0.2% | 23 | -4 | x | x
CCn1c(=O)c(C2=NS(=O)(=O)c3ccccc3N2)c(O)c2ccccc21 | -7% | 1 | 4% | x | -10% | 1% | -0.5% | x | x | 0% | -3
CCOC(=O)N1CCN(C(=O)c2cc3cc(C)ccc3[nH]2)CC1 | 2% | 29 | -1% | -7 | u | 0% | 0.0% | 17 | -13 | -6% | 3
CN(C)S(=O)(=O)c1ccc(N2CCCC2)c(C(=O)Nc2ccc(F)cc2F)c1 | 2% | 9 | x | 7 | x | x | -0.1% | -4 | 5 | x | x
CCOC(=O)C1=CN(Cc2ccco2)S(=O)(=O)NC1c1ccc(F)c(Cl)c1 (stereo not given) | -1% | x | x | -6 | x | x | -0.3% | 23 | -9 | x | x
COc1ccc(C(=O)C2CCCN(C(=O)c3ccoc3C)C2)cc1F (stereo not given) | -1% | -3 | 5% | -3 | x | 4% | 0.3% | 8 | -1 | 2% | -3

A different layout for some results above.
Cc1c(Cl)cccc1NC(=S)N1CCN(S(=O)(=O)c2cccs2)CC1
  USP2a inh: 3%
  TRPV1 ag: u
  GALK inh: -3%
  KCNH2 3.1 block: 6
  Menin-MLL TR inh: 0%
  PKM2 act: 6%
  B2AR arrestin: 0.3%
  Giardia killer: -13
  hERG WT inh: -4
  CXXC DNA block: -4%
  FBPA coupling cs: 0

Cc1ccc2oc(=O)c3cnn(CC(=O)Nc4cc(-c5cccc(F)c5)no4)c3c2c1
  USP2a inh: 1%
  TRPV1 ag: 3
  GALK inh: x
  KCNH2 3.1 block: -24
  Menin-MLL TR inh: 3%
  PKM2 act: -1%
  B2AR arrestin: -3.2%
  Giardia killer: -11
  hERG WT inh: -4
  CXXC DNA block: 2%
  FBPA coupling cs: 5

The list continues.
SMILES | USP2a inh | TRPV1 ag | GALK inh | KCNH2 3.1 block | Menin-MLL TR inh | PKM2 act | B2AR arrestin | Giardia killer | hERG WT inh | CXXC DNA block | FBPA coupling cs
O=C(Nc1cc(F)c(Br)cc1F)c1ccc(Cl)cc1 | 1% | u | -3% | 1 | x | 0% | -0.3% | -6 | 1 | -10% | -4
Cc1ccc2c(CC(=O)N3CCN(S(=O)(=O)c4ccc5c(c4)OCCO5)CC3)coc2c1 | -3% | 10 | -1% | -3 | 7% | -10% | 0.1% | -11 | -4 | 0% | -2
COc1ccc(Cl)cc1C(=O)OCC(=O)NC(=O)c1cccn1C | 3% | 3 | 0% | 7 | 4% | -7% | -1.0% | -3 | -2 | 50%[activator] | 1
CCS(=O)(=O)c1nc(S(=O)(=O)c2ccc(C)cc2)c(NCCN2CCOCC2)s1 | 2% | 2 | -1% | -1 | x | x | -0.4% | 7 | 1 | 1% | x
COc1cc2c(c(OC)c1OC)CCc1cnoc1-2 | -11% | 7 | 5% | 20 | u | 7% | 0.4% | 19 | 18 | 3% | 3
CCCCCc1ccc(C(=O)CCC(=O)OCC(=O)N(CC)c2c(N)n(Cc3ccccc3)c(=O)[nH]c2=O)cc1 | 0% | 2 | x | 15 | x | x | -0.1% | -8 | 14 | x | x
O=C(NN=C1CCCC1)c1n[nH]c2c1CCC2 | 2% | -4 | 4% | 2 | -10% | -4% | 0.3% | -4 | -3 | 1% | 0
CCC(=O)N1CCCc2cc(S(=O)(=O)N3CCN(C4CCCCC4)CC3)ccc21 | 0% | 2 | 0% | 0 | 7% | -4% | -0.2% | 1 | -1 | -5% | 4
CCSc1nnc(NC(=O)Cc2cc(OC)c(OC)c(OC)c2)s1 | -1% | -7 | 11% | 10 | -4% | 0% | 0.0% | 6 | 9 | 2% | 7
Cc1cccc(NC(=O)N2CCC(NC(=O)c3ccccc3C)CC2)c1 | 3% | 8 | 2% | 7 | -10% | 1% | 0.2% | 6 | 1 | -7% | 1
Oc1cc(Cc2ccccc2)cnc1CN1CCCCC1 | 0% | -1 | 0% | 6 | -27% | -4% | -1.3% | 3 | 0 | -9% | -15
C/C(=N\Nc1cccc2cccnc12)c1ccc[nH]1 | -1% | 10 | 0% | -12 | u | -2% | 0.4% | -5 | 12 | 9% | -2
COc1cccc(CN(C)C(=O)c2ccc(S(=O)(=O)N3CCCC3)cc2)c1OC | 0% | 8 | -1% | 4 | -14% | -2% | -0.3% | 9 | -3 | -7% | -4
c1ccc(-c2ncnc3nc4n(c23)CCC4)cc1 | x | 3 | 0% | 6 | u | 8% | x | 4 | -19 | -2% | 2
Cc1nccn1-c1ccc(C(F)(F)F)cc1[N+](=O)[O-] | 8% | 1 | -2% | -2 | 7% | 1% | -0.1% | -12 | -1 | 3% | 2
Cc1ccc(NC(=O)c2c(C(F)(F)F)nn(C)c2SCc2cccc(C(F)(F)F)c2)cc1C | 3% | 11 | -2% | -4 | 30% | -1% | -0.9% | 5 | 0 | 12% | -7
CN(C)S(=O)(=O)c1cccc(C(=O)OCC(=O)Nc2sccc2C(N)=O)c1 | -2% | 13 | 2% | 2 | u | -4% | 0.0% | -1 | 6 | 2% | 3
COC(=O)c1ccc2ccn(CC(=O)NC3CCCCC3)c2c1 | -2% | 3 | 2% | 20 | 10% | -4% | -0.3% | 19 | 4 | 1% | 1
CC(C)N1CCN(C(=O)C2CCC(=O)N(CCc3cccc(F)c3)C2)CC1 (stereo not given) | 0% | -1 | -2% | 26 | 8% | -4% | -0.2% | 5 | -2 | 6% | 3
COc1ccc(NC(=O)c2c(OC)cccc2OC)c(OC)c1 | -1% | 3 | 1% | 1 | -16% | 0% | -0.1% | 5 | -12 | 3% | -2
COc1ccc(CS(=O)(=O)c2nc(C)cc(C)c2S(C)(=O)=O)cc1 | 1% | 2 | 2% | -3 | 7% | -5% | -0.3% | -27 | -4 | 4% | -4
Cc1ccc(NCc2nnc(SCC(=O)O)n2Cc2ccccc2)cc1Cl | -7% | 1 | 2% | -49 | 17% | -9% | 0.0% | -3 | -1 | 0% | 12
CCOC(=O)c1cc(-c2ccccc2)sc1NC(=O)C(C)OC(=O)c1cccnc1Cl (stereo not given) | 3% | 0 | 0% | -18 | 11% | 1% | -0.2% | 2 | 2 | 16% | 1
Cc1cc(C)c(C#N)c(Nc2ccc(F)cc2)n1 | -1% | 1 | 8% | -2 | -9% | -5%[11.5 µM] | -0.9% | 5 | -10 | 2% | 2
O=C(Nc1ccc(Cl)c(Cl)c1)N1CC=C(c2ccccc2)CC1 | -3% | u | -4% | -3 | u | 2% | -1.1% | -21 | -9 | 23% | 1
COc1ccc(Nc2nc(-c3ccc(OC)cc3)c(CCC(=O)O)s2)cc1 | 1% | -3 | 2% | 11 | x | 4% | -0.1% | -8 | -19 | 5% | 5
CCOC(=O)c1cc(NC(=O)Nc2ccccc2Cl)c(C)nc1C | 2% | 5 | 0% | 26 | 4% | 0% | 0.3% | -29 | 1 | 14% | 1
O=C(COC(=O)c1cccc(Cl)c1)Nc1ccc2[nH]c(=O)[nH]c2c1 | 0% | 1 | x | -17 | x | x | 0.0% | 0 | -3 | x | x
